Bioassay records (PubChem)
MC4R antag cAMP – MC4R antagonists of cAMP signaling, primary screen, cell-based, TR-FRET, antagonist arm of biased-ligand search | MC4R-expressing cells, MTII-stimulated cAMP, LANCE TR-FRET | 0.48% of 360,000 active | Melanocortin receptor 4 (Homo sapiens), P32245 | AID 540295, 2011 | inhibition, % at 6.5 µM;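 active = inhibition above its plate's cutoff, the mean of tested wells on that plate plus 3 SD, cut at about 29% in these data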;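 also: 0% = Melanotan II alone and 100% = Melanotan II plus saturating MCL0020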
Target sequence (P32245 whole entry, looked up): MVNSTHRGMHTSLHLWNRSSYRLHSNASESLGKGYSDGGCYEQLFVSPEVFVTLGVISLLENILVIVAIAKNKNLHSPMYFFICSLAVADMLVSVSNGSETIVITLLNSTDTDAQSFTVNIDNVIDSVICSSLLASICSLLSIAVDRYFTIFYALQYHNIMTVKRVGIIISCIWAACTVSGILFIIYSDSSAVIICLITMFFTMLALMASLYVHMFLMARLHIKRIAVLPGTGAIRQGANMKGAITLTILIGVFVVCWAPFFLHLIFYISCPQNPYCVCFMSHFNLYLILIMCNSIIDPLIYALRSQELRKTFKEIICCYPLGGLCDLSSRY
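Material – human MC4R-expressing U2OS cells · Repeats – no replicates · Detection – TR-FRET with Eu-cAMP and labeled anti-cAMP, 671 nm · Times – compound 30 min, challenge 1 h, detection 1 h · Compound – single nominal compound dose of 6.5 µM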
Vif imaging – HIV Vif self-association inhibitors, primary screen, imaging, HEK293T, single point; AID 602346, 2012; HEK293T cells, Vif self-association by quenched fluorescence, 24 h; 0.35% of 340,000 active; inhibition, % at 7.49 µM; in the data active = inhibition above about 50%, passing the limit was not always enough; inconclusive = no clear call, values can overlap the other calls; inactive = below about 31%; also: some results filed as inactive read as strong as hits
Cardio protect – cardioprotection against H2O2-induced cell death, primary screen, uHTS, H9c2 cells, ATPLite luminescence; protection from H2O2 cell death, % at 20 µM; AID 588492, 2011; H9c2 cardiomyocytes, H2O2 injury protection, 2 h; 0.63% of 360,000 active;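 active = compounds giving at least 50% protection of heart cells from peroxide-induced death in the single-dose screen, raw or plate-pattern-corrected value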;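 also: 0% = DMSO wells with peroxide and 100% = DMSO wells without peroxide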
aDG glyco up – activators of alpha-DG glycosylation, primary screen, uHTS, Pro5-aDG cells, AlphaScreen | alpha-DG glycosylation AlphaScreen (IIH6); 0% Pro5, 100% B10-LARGE cell signal | activation, % at 10 µM | 0.22% of 360,000 active | AID 624168, 2012;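 active = activation of at least 8% versus controls, or a plate z-score of at least 8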;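 also: Pro5 are CHO cells carrying HIG-tagged alpha-DG that lacks glycosylation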
MC4R barr agon – MC4R agonists recruiting beta-arrestin, primary screen, cell-based, luminescence, agonist arm of biased-ligand search | U2OS MC4R beta-arrestin complementation; percent of melanotan II response, DMSO zero | activation, % at 8.9 µM | 0.98% of 360,000 active;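 active = activation above a per-plate cutoff, the mean activation of sample wells on that plate plus 3 SD, cut at about 8% in these data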
ABCB6 inh 2 – ABCB6 transporter inhibitors, primary screen, K562-ABCB6 cells, flow cytometry, MLPCN library | ATP-binding cassette sub-family B member 6 (Homo sapiens), Q9NP58 | 0.19% of 360,000 active | K562-ABCB6 porphyrin accumulation, 1 h; stronger effect = lower value | fluorescence ratio to DMSO, % at 10 µM;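 active = fluorescence ratio to DMSO below 75%, the collection mean minus 3 SD; inconclusive = too few cells collected in the well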;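 also: signal is porphyrin accumulated inside mitochondria; 100% equals median channel fluorescence of DMSO control wells; lower ratio means ABCB6 inhibition with less porphyrin fluorescence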
m5-HT2A agonist – mouse Htr2a agonists via beta-arrestin recruitment, primary screen, cell-based, luminescence; 5-hydroxytryptamine receptor 2A (Mus musculus), P35363; CHO-K1 mHTR2A beta-arrestin complementation; percent of 30 µM serotonin response; activation, % at 7.6 µM; 0.66% of 360,000 active;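 active = activation above a run cutoff, the mean activation of all tested compounds plus 3 SD, cut at about 14% in these data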;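 also: 0% = plate median of compound wells and 100% = 30 µM serotonin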
CaV13 ICDI inh – Disruptors of the CACNA1D IQ motif to Ca2+-dependent inactivation inhibitor domain association, primary screening, Förster resonance energy transfer in intact living …. HEK cells, CFP/YFP FRET ICDI-IQ, plate reader, 10 min; percent FRET-ratio fall versus neutral wells. inhibition, % at 12.3 µM. 0.098% of 340,000 active. AID 743397;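 active = mean replicate inhibition of at least 30% and at least 1% of replicates passing that level; inconclusive = only one of the two criteria is met; inactive = neither criterion is met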;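 also: 0% = median of the neutral control wells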
PDI turbidity – inhibitors of human PDI, primary screen, biochemical, turbidity, single point, plate reader. 0.052% of 350,000 active. Protein disulfide-isomerase (Homo sapiens), P07237. PDI insulin aggregation turbidity, A650, 90 min. inhibition, % at 10 µM;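 active = mean inhibition across replicates of 30% or more, whatever share of single replicates reach that level; inconclusive = mean inhibition below 30% while every single replicate reaches 30%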;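 also: absorbance from insulin aggregation driven by PDI reduction with DTT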
Target sequence (P07237 whole entry, looked up): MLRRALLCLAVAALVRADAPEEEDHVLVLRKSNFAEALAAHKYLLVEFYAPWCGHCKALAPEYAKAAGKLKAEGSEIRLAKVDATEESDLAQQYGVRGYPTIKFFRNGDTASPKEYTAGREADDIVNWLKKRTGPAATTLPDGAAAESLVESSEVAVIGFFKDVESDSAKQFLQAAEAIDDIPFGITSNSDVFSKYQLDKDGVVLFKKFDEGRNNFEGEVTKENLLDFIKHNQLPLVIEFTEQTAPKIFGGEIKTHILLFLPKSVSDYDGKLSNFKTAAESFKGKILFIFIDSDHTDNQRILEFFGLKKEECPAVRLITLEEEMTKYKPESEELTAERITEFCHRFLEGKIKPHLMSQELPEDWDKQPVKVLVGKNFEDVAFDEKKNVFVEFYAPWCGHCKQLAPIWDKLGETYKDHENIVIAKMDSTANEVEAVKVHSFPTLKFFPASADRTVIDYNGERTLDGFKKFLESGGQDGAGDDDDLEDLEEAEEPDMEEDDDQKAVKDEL
N-glyco inh – increase of ERlucT glycosylation luciferase signal, primary screen, N-linked glycosylation inhibitor project, D54 ERlucT cells, luminescence, set 2. D54 ERlucT glycosylation luciferase reporter, 24 h; percent of 100 nM tunicamycin response. reporter increase, % at 12.5 µM. 0.23% of 360,000 active. AID 588692, 2011;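 active = mean luciferase reporter signal, scaled so untreated is 0 and the glycosylation-blocking control 100, at or above a set limit in every replicate; inconclusive = mean reaches the limit but not every replicate does; inactive = mean below the limit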;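 also: luciferase carries N-glycosylation sites so blocking glycosylation raises the light; 0% = median of neutral control wells and 100% = median of 100 nM tunicamycin wells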
The depositor's hits bear a star; ? = inconclusive; · = no result given.

SMILES	MC4R antag cAMP	Vif imaging	Cardio protect	aDG glyco up	MC4R barr agon	ABCB6 inh 2	m5-HT2A agonist	CaV13 ICDI inh	PDI turbidity	N-glyco inh
CC(=O)Nc1nc(C)c(CCC2OCCO2)c(=O)[nH]1	8.6	-3.8	8.5	-0.3	-0.2	101.0	-0.3	-17.5	0.3	-0.2
CC(C)(C)S(=O)N1Cc2cc(C(=O)NCC(F)(F)F)nc(-c3cccc(-c4cccc(F)c4)c3)c2[C@@H]1CCO (some centres not stated)	·	·	23.8	-0.4	·	96.0	4.7	-4.6	·	22.5
O=C(c1ccc2c(c1)N(Cc1ccc(F)cc1)C(=O)c1ccccc1S2(=O)=O)N1CCN(c2ccccn2)CC1	30.5*	-14.2	5.1	-0.3	2.0	97.0	1.2	-5.4	7.4	-7.0
COc1ccccc1C(=O)Nc1ccccc1C(=O)N1CCCC1	0.0	-2.3	-0.4	-0.2	-1.1	95.0	-0.8	0.0	4.8	-0.4
O=c1cc(-c2ccsc2)oc2ccccc12	0.2	-3.5	42.7	0.2	-1.6	101.0	-3.2	-5.6	-4.1	3.2
CCC1CSC(Nc2ccc(C(=O)/C=C/c3ccc(Oc4ccccc4)cc3)cc2)=N1 (configuration not stated)	6.9	-11.5	-18.8	1.7	-4.4	99.0	0.2	-12.2	-6.1	20.1
CCOC(=O)C1(CCc2ccccc2)CCN(C(=O)CN2CCOC2=O)CC1	2.7	5.4	-3.8	0.1	-0.8	100.0	1.9	-0.6	-3.6	0.2
COC(=O)c1ccc(CSc2nc3ccccc3c(=O)n2-c2cccc(OC)c2)o1	-41.0	-2.8	18.3	-0.4	-0.5	93.0	-5.3	-9.0	6.2	0.0
CC(C)C[C@H]1CN([C@@H](Cc2ccccc2)CN2CCC[C@@H]2CN2C(=O)C(=O)NC[C@@H]2Cc2ccc(O)cc2)C(=O)C(=O)N1CCc1ccccc1	·	-1.3	6.3	0.0	·	102.0	0.5	-6.2	·	3.4
N=C1C(c2nc(-c3ccc(F)cc3)cs2)=C(O)CN1CCCN1CCOCC1	2.4	1.2	18.2	-0.1	-1.3	115.0	4.0	·	2.3	-2.4
CC(C)(C)OC(=O)N[C@@H](Cc1ccccc1)C(=O)NCC1CCC(C(=O)N[C@@H](CCC(N)=O)C(=O)O)CC1 (some centres not stated)	5.7	-1.5	-1.6	0.0	-0.3	102.0	-4.7	-3.2	-0.5	-0.8
Cc1csc(NC(=O)Cc2c(F)cccc2Cl)n1	4.9	-2.6	-3.8	0.0	-2.0	90.0	0.7	-3.1	-2.6	-1.3
COc1ccc(OC)c2c1sc(=NC(=O)C1COc3ccccc3O1)n2C (configuration not stated)	3.2	-1.1	-1.6	-0.1	0.1	89.0	9.5	-4.2	-9.0	3.9
Cc1csc(SCC(=O)Nc2sccc2C(N)=O)n1	-8.8	11.3	-1.6	0.6	1.7	96.0	-4.0	-3.2	1.8	-3.1
O=C(c1ccco1)c1nnn(Cc2ccccc2)c1-c1ccccc1	0.2	-2.8	-4.5	0.0	1.5	100.0	3.5	-8.1	-5.4	-3.6
C=CCn1cnc2c(nnn2-c2ccc(Cl)cc2)c1=O	1.8	11.5	-5.1	-0.2	-3.1	95.0	-0.1	-2.2	5.2	1.3
COc1ccc(CCNC(=O)C(=O)Nc2ccc3nc4n(c(=O)c3c2)CCCCC4)cc1OC	5.4	-0.2	17.6	0.0	-0.5	92.0	1.4	-5.0	-3.4	-2.9
Cc1ccc(NC(=O)CSc2nc(N)cc(=O)[nH]2)cc1Cl	0.3	-1.2	-3.5	-0.1	-0.9	92.0	-5.7	-6.6	-10.7	2.9
Cc1c(C=Nc2ccc(S(=O)(=O)N(C)C)cc2)c(O)[nH]c(=O)c1C#N	6.0	?	11.4	0.0	-2.8	95.0	1.6	-14.4	-3.3	2.9
CC(=O)N1c2ccc(S(=O)(=O)N(C)Cc3ccccc3)cc2CC1C (configuration not stated)	4.7	-6.4	-1.9	0.0	-1.5	92.0	-5.4	-16.2	3.1	0.0
COc1cc(OC)cc(-c2cc(N)n(S(=O)(=O)Cc3ccccc3)n2)c1	9.7	·	6.6	0.2	-1.3	98.0	-4.2	-6.8	8.7	2.1
Cc1ccc(C)c2[nH]c(=O)c(CCNC(=O)c3ccco3)cc12	-2.5	-0.9	6.6	-0.2	-2.0	103.0	18.6*	-7.8	5.8	3.0
O=C(CN(C(=O)CNC(=O)c1ccco1)c1ccc(F)cc1)NC1CCCCC1	-0.7	-12.8	4.2	0.0	-0.2	87.0	7.7	-2.1	9.3	2.7
Fc1ccc(CN2CCC(Cc3ccccc3)CC2)cc1F	6.5	5.8	-6.3	0.1	3.5	97.0	-9.1	-3.9	-3.8	-1.2
C/C(=N/NC(=O)CSc1nc2ccccc2n1C)c1ccco1	1.2	-6.4	3.7	0.1	-1.7	92.0	1.1	-5.2	-3.1	-1.5
Cc1ccc(C(=O)C2=C(O)C(=O)N(Cc3cccnc3)C2c2ccc(Cl)cc2)o1 (configuration not stated)	1.5	-18.7	-0.9	0.1	2.4	100.0	4.9	-2.7	-0.9	0.8
CC(=O)Nc1ccc(S(=O)(=O)NCc2nnnn2-c2ccc(Cl)cc2)cc1	7.4	13.1	-0.6	-0.2	0.0	99.0	-8.2	-4.7	2.5	-0.6
CSc1ccc(Cl)c(C(=O)N(C)CC(=O)Nc2ccc(N3CCOCC3)cc2)c1	2.2	-10.3	0.7	-0.3	-0.5	104.0	-0.4	-6.0	2.6	-1.9
COc1cc(CC(=O)N(C)CC(=O)Nc2ccc(Cl)c(C(F)(F)F)c2)cc(OC)c1OC	18.2	-0.2	-4.6	0.0	-0.9	99.0	-4.2	-6.9	-3.8	5.5
CCN(CC)C(=O)CSc1nnc(-c2ccc(O)cc2)n1CC1CCCO1 (configuration not stated)	-2.8	-1.9	3.7	-0.1	0.7	100.0	0.5	-4.5	-5.4	-0.6
Cc1cc(C=O)c(C)n1-c1ccc(Oc2ccc([N+](=O)[O-])cn2)cc1	14.8	4.5	9.5	0.2	2.0	103.0	-1.6	-15.0	1.7	-0.5
Cc1ccc(-c2ccc(C(=O)NCc3ccc(Cl)cc3)o2)c2ccccc12	0.6	-1.2	-0.5	-0.2	-0.7	96.0	0.5	-9.8	-0.7	2.7
O=C(Nc1ccc(N2CCCCC2)c(Cl)c1)c1ccc2c(c1)OCCO2	4.7	-14.5	-16.9	0.8	1.6	97.0	-4.2	-4.7	0.5	-6.2
COc1cccc(-c2cnc3c(NC(C)=O)cc(-c4cccc(C(=O)NCCO)c4)cn23)c1	20.2	-1.9	37.6	0.0	7.6	113.0	9.3	-6.4	-4.4	-4.8
Cc1ccc(S(=O)(=O)NC(CC(C)C)C(=O)Nc2ccncc2)cc1 (configuration not stated)	-0.7	-5.0	1.3	1.0	-1.9	99.0	0.6	-6.5	-6.2	-0.3
CCOC(=O)[C@@H]1[C@H]2COc3ccc(Br)cc3[C@@H]2N2C(=O)N(c3ccccc3)C(=O)[C@@]12C	2.7	-0.7	3.3	0.1	-0.5	100.0	3.9	-9.6	-6.2	1.2
CN(CC(=O)NCc1ccncc1)S(=O)(=O)c1ccc(Cl)cc1	4.8	0.8	-0.4	-0.3	-1.2	96.0	-2.3	4.9	-3.0	2.5
Nc1c(C(=O)Nc2ccc3c(c2)OCCO3)nnn1Cc1ccc(Cl)cc1	6.4	2.4	-10.4	0.6	5.9	103.0	-1.5	-5.8	3.0	-6.4
Oc1ccccc1C=NC(c1ccccc1)C(O)c1ccccc1 (configuration not stated)	14.5	-5.3	7.8	0.0	-0.9	97.0	3.0	-7.4	-7.2	-1.1
COc1ccc(/C=N\NC(=O)c2ccccc2)cc1COc1ccc(F)cc1	1.6	4.1	33.7	0.0	-3.5	103.0	-12.3	·	-15.7	4.2
COc1ccc(C2(CNC(=O)C(c3ccccc3)c3ccccc3)CCOCC2)cc1OC	1.9	?	2.4	-0.1	2.1	93.0	2.8	-9.4	0.4	1.7
C/C(=N/NC(=O)c1ccco1)c1ccc(NC(=O)c2ccc(F)cc2)cc1	1.4	·	4.1	-0.1	-2.6	100.0	-5.7	-3.1	-2.7	-4.0
CCOc1cc(NC(=S)NC)c(OCC)cc1NC(=O)c1ccc(OC)cc1	8.8	2.1	6.5	-0.4	-3.2	100.0	-4.7	3.8	-1.6	-0.7
Cn1c(N)c(C(=O)COC(=O)CNC(=O)c2ccccc2)c(=O)n(C)c1=O	12.4	13.4	3.1	-0.2	0.1	104.0	7.1	-5.8	5.6	1.3
CCOc1ccc(NC(=S)N2CCN(S(=O)(=O)c3ccccc3)CC2)cc1	8.5	·	0.1	-0.3	-1.7	94.0	3.2	-6.0	-3.8	-2.7
COc1cccc(-c2nc3nc(C)cc(C)n3c2Nc2ccc3c(c2)OCCO3)c1	·	·	·	-0.1	·	122.0	2.3	-10.0	·	·
COc1cc(OC)c(C(=O)Nc2cccc(C(C)=O)c2)cc1OC	-6.0	9.2	11.8	-0.1	-0.8	96.0	-1.9	-0.9	-2.9	3.1
O=C(Nc1ccn(Cc2ccccc2)n1)c1ccc2c(c1)OCO2	2.0	1.7	-16.9	-0.2	-1.2	96.0	-8.2	1.2	-6.9	-0.3
O=C(NCCCCNC(=O)c1cccnc1)c1cccnc1	-2.7	11.9	-1.7	0.0	-1.1	98.0	2.1	-4.2	0.8	1.4
Cc1ccc(S(=O)(=O)/N=C(\c2ccccc2)N(C)S(=O)(=O)c2ccc(C)cc2)cc1	-1.7	-0.1	20.3	0.0	-1.3	112.0	-4.7	-7.0	-2.8	-0.9
CC(C)(C(=O)N1CCC1(C)C(=O)NS(=O)(=O)c1cccc(Cl)c1)c1ccccc1 (configuration not stated)	10.2	1.9	9.4	0.2	-1.5	98.0	3.0	-4.6	-3.9	-1.2
